Screens as filed in PubChem.
CHRM5 PAM – potentiates acetylcholine response at human M5 receptor. 0.3% of 360,000 active. CHO-K1 hM5, Fluo-8 calcium, ACh EC20 PAM; 0% = ACh EC20, 100% = ACh EC100. P08912. activation, % at 3 µM. AID 624038;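 active = activation above the run cutoff, the mean activation of all test compounds plus 3 SD, cut at about 18% in these data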
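system = human M5 receptor in CHO-K1 cells | reagent = EC20 acetylcholine as agonist stimulus | compound dosing = single-point, 3 µM nominal | incubation = Fluo-8 loading 80 min at 37 °C plus 30 min room temperature | detection = Fluo-8 calcium dye fluorescence, kinetic read | benchmarks = low control EC20 acetylcholine (0%), high control EC100 acetylcholine (100%)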
CHRM4 antagonist – antagonists of human muscarinic M4 receptor (CHRM4); P08173; inhibition, % at 3 µM; CHO-hM4 cells, ACh EC80, Fluo-8 calcium fluorescence; 0.73% of 360,000 active;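 active = inhibition above its plate's cutoff, the mean inhibition of sample wells plus 3 SD, cut at about 27% in these data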;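 note: 0% = acetylcholine EC80 with DMSO and 100% = DMSO without agonist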
Target sequence (P08173 whole entry, looked up): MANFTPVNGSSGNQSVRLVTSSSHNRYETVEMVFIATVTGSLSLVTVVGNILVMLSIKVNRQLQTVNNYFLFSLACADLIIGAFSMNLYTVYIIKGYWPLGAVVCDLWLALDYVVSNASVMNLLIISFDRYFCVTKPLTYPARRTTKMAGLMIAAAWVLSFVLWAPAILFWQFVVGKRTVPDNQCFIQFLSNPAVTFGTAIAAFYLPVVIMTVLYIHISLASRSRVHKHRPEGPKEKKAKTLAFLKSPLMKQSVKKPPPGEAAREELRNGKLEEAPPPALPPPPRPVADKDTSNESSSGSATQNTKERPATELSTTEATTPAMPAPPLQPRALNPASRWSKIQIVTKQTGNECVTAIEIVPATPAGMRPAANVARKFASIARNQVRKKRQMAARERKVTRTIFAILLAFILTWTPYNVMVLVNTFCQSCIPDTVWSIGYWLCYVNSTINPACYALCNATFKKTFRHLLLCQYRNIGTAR
TAAR1 ag – agonists of human TAAR1; activation, % at 3 µM; AID 624467; 0.99% of 360,000 active; CHO RD-HGA16 TAAR1, Fluo-8 calcium fluorescence; vehicle wells 0%, saturating PEA agonist 100%; Q96RJ0;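 active = activation above the mean activation of all test compounds in the run plus 3 SD, cut at about 38% in these data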
Target sequence (Q96RJ0 whole entry, looked up): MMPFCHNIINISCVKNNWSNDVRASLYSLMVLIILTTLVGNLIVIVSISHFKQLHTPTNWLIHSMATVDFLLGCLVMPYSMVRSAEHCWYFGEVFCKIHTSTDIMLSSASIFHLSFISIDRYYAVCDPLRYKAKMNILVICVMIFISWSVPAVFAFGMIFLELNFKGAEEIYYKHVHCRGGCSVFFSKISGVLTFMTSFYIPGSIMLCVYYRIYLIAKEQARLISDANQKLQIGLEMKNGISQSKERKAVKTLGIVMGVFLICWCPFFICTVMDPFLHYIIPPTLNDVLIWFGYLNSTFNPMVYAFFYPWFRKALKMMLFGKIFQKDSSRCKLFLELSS
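System: CHO-derived RD-HGA16 cells with stable Gα16 and human TAAR1 / Times: 17-24 h plating, Fluo-8 75 min 37 °C, 30 min RT / Technique: calcium-sensitive Fluo-8 signal, excitation 470-495, emission 515-575 nm / Measure: % activation relative to PEA EC100 response / Benchmarks: DMSO and PEA EC100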
CHRM1 agonist – activates human CHRM1 receptor | P11229 | CHO-K1 hM1, Fluo-8 calcium fluorescence, agonist mode; 0% DMSO, 100% acetylcholine EC100 | activation, % at 3 µM | 0.33% of 360,000 active;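 active = activation above the run's mean compound activation plus 3 SD, cut at about 16% in these data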;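 note: peak over basal fluorescence ratio within a 140 s kinetic read after compound addition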
M4 ag – CHRM4 agonism in calcium assay; P08173; CHO-K1 hM4/Gqi5, Fluo-8 calcium fluorescence; vehicle 0%, full acetylcholine response 100%; activation, % at 3 µM; 0.14% of 360,000 active;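 active = activation above the run mean over all test wells plus 3 SD, cut at about 32% in these data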;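 note: peak over basal fluorescence ratio per well then scaled between controls; 0% = DMSO wells and 100% = acetylcholine at EC100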
CHRM5 agonist – agonists of human muscarinic M5 receptor (CHRM5); activation, % at 3 µM; AID 624037; CHO-K1 hM5 cells, Fluo-8 calcium fluorescence; 0% DMSO wells, 100% maximal acetylcholine response; 0.19% of 360,000 active;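 active = activation above the run's mean over test compounds plus 3 SD, cut at about 23% in these data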;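 note: signal is peak over basal fluorescence ratio across the kinetic read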
M1 antag – blocks human M1 muscarinic receptor. P11229. CHO-K1 hM1, Fluo-8 calcium fluorescence, ACh EC80 antagonist. inhibition, % at 3 µM. 1.3% of 360,000 active. AID 588852;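 active = percent inhibition above its own plate's cutoff, namely the mean of that plate's compound wells plus 3 SD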;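 note: peak over basal fluorescence ratio during 140 s after agonist addition; 0% = ACh EC80 plus DMSO and 100% = DMSO alone without agonist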
M1 PAM – potentiates human M1 receptor response to acetylcholine. CHO-K1 hM1, Fluo-8 calcium fluorescence, ACh EC20; 0% = ACh EC20, 100% = maximal ACh. activation, % at 3 µM. 0.088% of 360,000 active; in the data active = activation above about 19%, passing the limit was not always enough
CHRM5 antagonist – blocks acetylcholine activation of human M5 receptor. P08912. CHO-hM5 cells, Fluo-8 calcium fluorescence, ACh EC80. inhibition, % at 3 µM. 0.59% of 360,000 active. AID 624040;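 active = inhibition above a per-plate cutoff, the mean of that plate's test compounds plus 3 SD, cut at about 27% in these data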;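 note: 0% = acetylcholine EC80 with DMSO and 100% = DMSO without agonist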
* = called active by the depositor. Not all compounds are listed. The share of hits here may be higher or lower than overall.

SMILES	CHRM5 PAM	CHRM4 antagonist	TAAR1 ag	CHRM1 agonist	M4 ag	CHRM5 agonist	M1 antag	M1 PAM	CHRM5 antagonist
CCN(CC(=O)Nc1ccc(OC)cc1)C(=O)c1ccc(Cl)c(S(=O)(=O)N2CCCC2)c1	-5	-4	4	0	1	-1	0	10	5
CCOC(=O)C1CCCN(S(=O)(=O)c2cc(OCC(=O)NC3CCCCC3)c(C)cc2Cl)C1 (stereo unspecified)	3	10	16	-3	2	1	-8	12	0
O=C(C[N+]1(CC#Cc2ccccc2)CCOCC1)c1ccc(Cl)cc1	-4	-4	12	-16	1	-10	12	-14	-5
CCCc1nnc(NC(=O)CCC(=O)N2CCN(c3ccccc3)CC2)s1	13	-11	0	-1	1	-5	-4	3	-1
COc1ccccc1CNC(=O)CCc1nc2ccccc2c(=O)[nH]1	-1	4	1	-1	1	0	-11	8	3
O=C(NCC(c1cccnc1)N1CCN(c2ccccc2)CC1)c1ccco1 (stereo unspecified)	-3	3	-3	-2	2	2	9	2	2
Cc1ccc(OC(=O)c2cncc(Br)c2)c(C)c1	-6	-2	6	-4	-1	0	-9	2	19
C/C(=N\OC(=O)c1cccc(C(F)(F)F)c1)c1sc(-c2ccccc2)nc1C	-1	4	6	-1	1	-7	-38	9	-2
CC(=O)c1ccc(N(CC(=O)NCCc2ccccc2)C(=O)c2csnn2)cc1	0	-15	4	-3	0	-4	-3	-1	-2
O=[N+]([O-])c1cc(C=Nc2ccc3ccccc3c2)ccc1Br	-2	5	-1	-7	0	-1	-2	4	4
C=CCN(Cc1ccc(Br)s1)C(=O)c1ccc(OCc2c(C)noc2C)cc1	-14	-15	0	-5	5	-7	10	-12	14
O=C(NCC1CCCO1)C(=O)N/N=C/c1ccccc1C(=O)O (stereo unspecified)	7	12	0	-9	0	-4	-8	13	2
COc1ccc(NC(=O)c2oc3ccccc3c2NC(=O)C2CC2)cc1	3	-3	1	-4	3	-6	-14	6	-4
COc1ccc(Cn2c(C)nc3oc4cc(OC)ccc4c(=O)c3c2=O)cc1	6	-1	2	-3	1	-7	-6	9	3
O=C(Cn1nc(-c2ccccc2)ccc1=O)NCCCN1CCOCC1	1	2	1	0	1	-3	2	6	9
COC(=O)Cn1c(=NC(=O)C(C)C)sc2c(C)cc(C)cc21	-5	1	-2	-2	1	-1	19	-9	4
CN(C)CCCNc1nc2cc(-c3ccsc3)sc2c(=O)n1C	-2	-10	0	-8	1	-2	-19	10	-3
NC(=S)N/N=C/C=C/c1ccccc1	1	-4	1	-6	0	-1	5	-1	2
C=CCn1c(SCCN)nnc1-c1cccc(S(=O)(=O)N2CCOCC2)c1	3	5	0	-8	0	-2	2	0	11
O=C(Cc1cccs1)NCc1ccncc1	-6	-4	2	-5	1	-2	9	-5	15
COc1ccc(OCC(=O)Nc2ccc(Cl)cc2)cc1	-15	0	10	-13	2	-6	-2	3	1
Cc1cccc2c(=O)cc(C)n(CC(N)=O)c12	8	-5	17	-3	2	2	-10	5	4
COc1ccc(N2CCN(CCNC(=O)Nc3ccc([N+](=O)[O-])cc3OC)CC2)cc1	-6	-10	6	-10	2	-4	-1	-6	0
CC1(C)CC=C(NNC(=O)c2cccnc2)C(=O)C1	6	-6	10	-1	3	4	-4	7	5
O=C(C1CCCN(Cc2ccccc2)C1)N1CCc2ccccc2C1 (stereo unspecified)	8	-1	13	-6	0	-6	8	-9	-7
Cc1ccc(C(=O)NC(=S)NCC2CCCO2)cc1 (stereo unspecified)	3	-11	6	-3	1	-4	-5	3	-8
COc1ccc(NC(=S)NCCCc2ccccc2)cc1	-2	-5	2	-10	3	-4	-1	2	-3
N#C/C(=C/Nc1ccccc1)c1ccsc1	-3	3	9	-1	-1	-3	-12	7	1
C=CCSc1nc2sc3c(c2c(=O)[nH]1)CCC3	-5	-3	-1	-10	3	-4	-1	-2	1
CCCCC(=O)OCc1nc2ccccc2s1	5	-9	1	-4	1	3	0	6	-2
COc1cccc(C(=O)NC(c2ccccc2)C2CCCC2)c1 (stereo unspecified)	8	-15	0	-11	0	-3	-2	-4	-5
Cc1cc(/C=N/NC(=O)c2ccncc2)c(C)n1-c1cccc(C(F)(F)F)c1	1	1	7	-3	1	-3	0	1	9
COc1ccc(/C=N/O)cc1COc1ccc(NC(C)=O)cc1	-6	15	18	-3	1	1	7	-5	5
N#Cc1cc(C(=O)c2cc(F)ccc2O)cn(Cc2ccccc2)c1=O	-15	-4	8	0	10	0	1	-9	19
N#C/C(C(=O)NCc1ccccc1)=C1/SC(Cc2ccc(Cl)cc2)C(=O)N1c1ccccc1 (stereo unspecified)	0	2	5	-5	2	0	1	3	3
CCOC(=O)c1nc(C)sc1-c1ccnn1S(=O)(=O)c1ccc(C)cc1	-1	4	-2	-4	0	-5	-12	6	16
COc1ccccc1CCc1nnc(CCC(=O)NC(C)Cc2cccnc2)o1 (stereo unspecified)	1	1	6	-9	0	-3	-10	13	0
Cc1cc(C)c(C)c(S(=O)(=O)N2CCN(C(=S)NCC3CCCO3)CC2)c1C (stereo unspecified)	3	4	-1	-3	2	9	-2	7	-2
Cc1no[n+]([O-])c1COc1cccc(/C=C2\N=C(c3ccccc3)OC2=O)c1	-3	1	2	-3	1	0	-10	11	-2
CCOc1cc(NC(=O)c2cccs2)c(OCC)cc1NC(=O)CCC(=O)NCC1CCCO1 (stereo unspecified)	-5	2	12	-7	5	-1	-7	5	3
COc1nc(-c2ccc(Cl)cc2)nnc1C	-3	-3	1	-8	1	-4	-1	5	9
COc1ccc2[nH]c(C)c(CCNC(=S)Nc3ccccc3C)c2c1	-7	-4	4	1	10	7	-9	1	2
COC(=O)c1sc(=S)n(-c2ccccc2OC)c1N	-3	4	9	-4	0	-2	5	2	2
CCc1c(O)nc(SCc2nc3ccccc3c(=O)[nH]2)[nH]c1=O	-2	7	0	-5	1	-1	-4	8	-5
Cc1ccccc1NS(=O)(=O)c1cc(C(=O)N2CCc3ccccc3C2)ccc1C	-8	16	9	-4	11	-1	2	-8	0
COC(=O)CC(NC(=O)C1CC1)c1ccc2c(c1)OCO2 (stereo unspecified)	-4	4	0	-3	2	0	0	3	6
Cc1nc(Cl)sc1C(=O)Nc1cccc(C(F)(F)F)c1	-1	5	2	-4	1	2	-10	7	5
C=C(C)C(=O)OC1(C(F)(F)F)Oc2cc(C)ccc2NC1=O (stereo unspecified)	-1	9	8	-5	0	-2	-2	4	4
CN1CCN(C(=O)c2ccc(-n3cccn3)nc2)CC1	-1	7	9	-10	1	-2	-7	14	-7
CCOc1cc(C=O)cc(Br)c1OCC(N)=O	-4	-7	2	-4	2	1	-11	12	-10
CCCCCC(=O)Nc1ccccc1N1CCOCC1	-3	0	0	-5	0	-2	-12	8	1
Cc1ccc2nc(SCC(=O)N3CCC(Cc4ccccc4)CC3)nc(=O)n2c1	-18	-7	6	20*	35*	-3	-2	-8	5
CN(c1ccccc1)S(=O)(=O)c1cccc(NC(=O)c2cccc(C#N)c2)c1	-16	9	21	1	20	6	30	-22	33*
O=C(COc1cccc(F)c1)Nc1nc(-c2cccnc2)cs1	7	0	11	-3	8	3	-5	16	4
CC(=O)N1CC(=O)N(Cc2ccccc2)/C(=C/c2ccccc2)C1=O	-6	2	3	-13	2	-5	4	-2	3
Cc1ccc(-n2c(C)nnc2SCC(=O)NC2CCCC2)cc1	2	-6	0	-4	1	1	-13	11	-3
c1ccc2sc(Cc3nnc4n3CCCCC4)nc2c1	7	-6	8	-3	0	2	7	1	-9
COc1ccc(-c2[nH]ncc2/C=N/NC(=O)c2ccncc2)c(OC)c1	-3	-10	0	-3	1	-3	2	3	5
O=C(c1ccccc1-c1nc2ccccc2[nH]1)N1CCOCC1	-2	5	8	-2	1	-2	-2	-5	5
Cc1ccc(C(=O)NCC(c2ccco2)N2CCc3ccccc32)cc1 (stereo unspecified)	0	4	0	-7	-1	-6	-3	3	4
Remaining list, next part.
SMILES	CHRM5 PAM	CHRM4 antagonist	TAAR1 ag	CHRM1 agonist	M4 ag	CHRM5 agonist	M1 antag	M1 PAM	CHRM5 antagonist
COc1cccc(C2CC(c3ccc(C)cc3)=NN2C(=O)c2ccccc2F)c1OC (stereo unspecified)	6	-14	1	-2	-1	-6	-18	12	-6
O=C(Oc1ccccc1C(=S)N1CCOCC1)c1cccc([N+](=O)[O-])c1	-2	7	-1	-9	2	-4	-5	4	4
COc1ccc(C)cc1NC(=O)CSc1ccc(Cl)cc1	-4	-5	-1	-9	-2	-4	-9	-3	4
Cc1cc(=O)[nH]c(NN=C2C3CC4CC(C3)CC2C4)n1	4	-5	-3	-3	1	-1	-2	3	2
CCC1CCCCN1CCCNC(=O)Cn1nc(-c2ccc(C)cc2)ccc1=O (stereo unspecified)	0	12	-2	-8	-2	-5	-1	-3	5
CCCCOC(=O)C1=C(C)Nc2ncnn2C1c1cccc(OC)c1OC (stereo unspecified)	0	15	10	-3	1	-1	-8	10	4
c1ccc(CN2C3=NCCN3c3ccccc32)cc1	-6	6	2	-8	1	-7	0	4	4
COC(=O)N1CCCc2cc(C)ccc21	-2	-7	1	-2	1	7	-9	9	3
C=CCn1c(SCc2ccc(C(=O)O)cc2)nc2sc(C)c(C)c2c1=O	13	-6	-2	-6	-2	-6	-10	5	-12
CN1C(=O)C(C)(C)c2cc(S(=O)(=O)N3CCCC(C(=O)NCc4ccc(F)cc4)C3)ccc21 (stereo unspecified)	-7	8	3	-2	5	2	24	-13	1
c1ccc(Cn2nnc3c(N4CCCCCC4)ncnc32)cc1	-13	-4	6	-1	6	3	13	-8	5
CN(C(=O)CSc1nnc(-c2ccccc2F)n1N)C1CCCCC1	1	1	6	-1	1	2	3	6	6
COc1cc(/C=N/Nc2ccc(C)cc2)cc(Br)c1O	7	2	2	-2	1	1	2	3	-2
Cc1ccc(OCc2nnc(NC(=O)OCC(C)C)s2)cc1	-6	5	5	-1	0	-2	-6	10	-2
CCc1nccn1S(=O)(=O)c1ccccc1[N+](=O)[O-]	3	-4	5	-1	0	0	2	-1	10

In another format: entries from further up
SMILES: CCc1nccn1S(=O)(=O)c1ccccc1[N+](=O)[O-]
  CHRM5 PAM: 3
  CHRM4 antagonist: -4
  TAAR1 ag: 5
  CHRM1 agonist: -1
  M4 ag: 0
  CHRM5 agonist: 0
  M1 antag: 2
  M1 PAM: -1
  CHRM5 antagonist: 10
SMILES: Cc1ccc(OCc2nnc(NC(=O)OCC(C)C)s2)cc1
  CHRM5 PAM: -6
  CHRM4 antagonist: 5
  TAAR1 ag: 5
  CHRM1 agonist: -1
  M4 ag: 0
  CHRM5 agonist: -2
  M1 antag: -6
  M1 PAM: 10
  CHRM5 antagonist: -2
SMILES: CN1C(=O)C(C)(C)c2cc(S(=O)(=O)N3CCCC(C(=O)NCc4ccc(F)cc4)C3)ccc21 (stereo unspecified)
  CHRM5 PAM: -7
  CHRM4 antagonist: 8
  TAAR1 ag: 3
  CHRM1 agonist: -2
  M4 ag: 5
  CHRM5 agonist: 2
  M1 antag: 24
  M1 PAM: -13
  CHRM5 antagonist: 1
SMILES: CCC1CCCCN1CCCNC(=O)Cn1nc(-c2ccc(C)cc2)ccc1=O (stereo unspecified)
  CHRM5 PAM: 0
  CHRM4 antagonist: 12
  TAAR1 ag: -2
  CHRM1 agonist: -8
  M4 ag: -2
  CHRM5 agonist: -5
  M1 antag: -1
  M1 PAM: -3
  CHRM5 antagonist: 5
